Bioassay records from PubChem BioAssay.
TDP2 inh: TDP2 (human) inhibition, absorbance primary screen; recombinant TDP2, T5PNP hydrolysis, p-nitrophenol absorbance 415 nm; O95551; inhibition, % at 12.8 µM; 0.34% of 370,000 active; AID 720702;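 active means inhibition above the mean of all tested compounds plus 3 SD, set per campaign, cut at about 25% in these data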;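 further: 0% = DMSO with enzyme and 100% = buffer with substrate but no TDP2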
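Assay system: Recombinant human TDP2 | Quantity: 120 nM TDP2 per well | Incubation: 2 h at 37 °C | Signal: Epi absorbance | Evaluation: Percent inhibition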
UHRF1 MBD2 ctr: blocks human UHRF1 binding to methylated DNA; Q96T88; UHRF1 binding to methylated oligo, TR-FRET; inhibition, % at 4.4 µM; 0.75% of 370,000 active; in the data active means inhibition above about 21%;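 further: UHRF1 SRA domain binding a hemimethylated CpG hairpin DNA probe; 0% = median of test compound wells and 100% = reference inhibitor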
DDE Tn6 FP inh: DD(E)-Tn6 binding inhibition, primary FP screen | P02675 | Fibrin DD(E) TRITC-Tn6 fluorescence polarization displacement | AID 720509 | inhibition, % at 8.3 µM | 0.21% of 370,000 active;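 active means inhibition above a per-campaign cutoff: mean of compounds within control limits plus 3 SD, cut at about 15% in these data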;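 further: 0% = median of all compound wells on the plate and 100% = blocking peptide control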
KLK7 zymogen act: activators of human kallikrein-7 zymogen; activation, % at 7 µM; P49862; purified proKLK7, EDANS-DABCYL substrate fluorescence; 100% is mature enzyme control, 0% vehicle; 0.9% of 370,000 active;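 active means activation above the mean of all tested compounds plus 3 SD, computed per campaign excluding outliers beyond control limits, cut at about 13% in these data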
TCR CD3 inh: blocks the human TCR-CD3 interaction; inhibition, % at 9.4 µM; 0.37% of 360,000 active; TAMRA-labeled TCR probe fluorescence, biochemical; in the data active means inhibition above about 19%;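 further: recombinant mutant TCR 2C K166C tagged with TAMRA read by polarization; 0% = receptor in buffer alone and 100% = receptor with positive control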
MBD2 inh: MBD2-methylated oligo binding inhibition; Q9UBB5; TR-FRET, MBD2 binding to methylated oligonucleotide; inhibition, % at 4.4 µM; 0.31% of 370,000 active; in the data active means inhibition above about 13%
PRMT1 FP inh: inhibitors of human PRMT1; Q99873; recombinant PRMT1, activity-based probe fluorescence polarization; inhibition, % at 2.79 µM; 1.3% of 370,000 active;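 active means inhibition above about 21% made by adding two undisclosed values, limit read from the data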
Target sequence (Q99873 whole entry, looked up): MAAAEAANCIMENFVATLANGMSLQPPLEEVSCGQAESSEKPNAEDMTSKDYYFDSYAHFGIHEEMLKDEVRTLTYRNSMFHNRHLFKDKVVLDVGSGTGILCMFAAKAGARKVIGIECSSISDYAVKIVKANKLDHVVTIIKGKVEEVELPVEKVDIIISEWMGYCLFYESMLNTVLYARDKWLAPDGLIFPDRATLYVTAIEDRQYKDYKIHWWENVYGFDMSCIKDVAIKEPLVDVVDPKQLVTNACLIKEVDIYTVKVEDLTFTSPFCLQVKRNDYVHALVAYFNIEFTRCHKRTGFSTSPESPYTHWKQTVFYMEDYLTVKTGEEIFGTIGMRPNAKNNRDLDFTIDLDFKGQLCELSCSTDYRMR
Tn7 DDE FP: DD(E)-Tn7 binding inhibition, primary FP screen | inhibition, % at 8.3 µM | 0.13% of 370,000 active | FP displacement of FITC-Tn7 peptide from fibrin DD(E); 0% = median of compound wells per plate | AID 720508;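 active means inhibition above the mean of compounds falling within the control limits plus 3 SD of them, cut at about 14% in these data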;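 further: 0% = plate median of compound wells and 100% = 10 µM Aha-Tn7 peptide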
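Assay system: human fibrin DD(E). Input: DD(E) 2 µM final. Medium: Tris buffer with calcium and detergent, pH 7.8. Compound dosing: single point at 8.3 µM. Timing: 10 min plus 3 h, room temperature. Technique: fluorescence polarization of the labelled Tn7 tracer. Read-out: percent inhibition. Replicates: singlicate testing.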
SIAE primary: human SIAE inhibition, primary screen | SIAE FP-Rh probe binding, fluorescence polarization | inhibition, % at 9.66 µM | 0.69% of 370,000 active;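 active means inhibition above a cutoff: mean of compounds within the control limits plus 3 SD of those, cut at about 17% in these data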;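 further: 0% = plate median of compound wells and 100% = probe without SIAE protein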
Target sequence (Q9HAT2 whole entry, looked up): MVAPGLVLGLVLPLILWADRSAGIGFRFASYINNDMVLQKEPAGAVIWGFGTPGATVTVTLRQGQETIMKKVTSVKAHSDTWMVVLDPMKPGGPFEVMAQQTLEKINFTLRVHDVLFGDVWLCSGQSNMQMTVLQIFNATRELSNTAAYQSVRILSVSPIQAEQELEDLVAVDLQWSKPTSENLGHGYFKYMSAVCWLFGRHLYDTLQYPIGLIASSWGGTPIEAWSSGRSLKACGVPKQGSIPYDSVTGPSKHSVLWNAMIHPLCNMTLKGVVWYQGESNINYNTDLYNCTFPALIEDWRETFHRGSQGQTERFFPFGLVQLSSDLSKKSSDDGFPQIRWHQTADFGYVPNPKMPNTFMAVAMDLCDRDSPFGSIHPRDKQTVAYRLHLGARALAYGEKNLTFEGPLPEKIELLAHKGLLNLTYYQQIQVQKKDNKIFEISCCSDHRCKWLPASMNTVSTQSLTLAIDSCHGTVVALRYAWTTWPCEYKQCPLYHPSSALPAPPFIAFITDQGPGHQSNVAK
LEDGF integ inh: blocks HIV-1 LEDGF/p75-dependent DNA integration; TR-FRET IN-LEDGF/p75 DNA integration, Eu/Cy5; inhibition, % at 3.7 µM; 0.64% of 370,000 active; AID 743269;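 active means inhibition above the screen-wide mean plus 3 SD, cut at about 13% in these data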;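 further: signal is the Cy5 over europium emission ratio at 671 and 618 nm; 0% = plate median of compound wells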
Starred values were filed as active, the others as inactive; nt = no result given.

SMILES	TDP2 inh	UHRF1 MBD2 ctr	DDE Tn6 FP inh	KLK7 zymogen act	TCR CD3 inh	MBD2 inh	PRMT1 FP inh	Tn7 DDE FP	SIAE primary	LEDGF integ inh
Cc1ccccc1S(=O)(=O)N1[C@@H](c2cccc(Cl)c2)C(C(=O)O)=CC[C@H]1c1ccc(Cl)cc1	-1	0	-3	-0.1	-1	4	-2	-7	-12	-1
O=C(Nc1cccnc1)c1ccc([N+](=O)[O-])cc1Cl	-7	-3	9	0.0	0	-6	-1	16*	-1	-2
O=C(Cn1c(C(F)(F)F)nc2ccccc21)NCCN1CCCC1	-13	1	-4	0.3	-1	-1	0	1	-7	3
CC(CC(=O)NCc1ccccc1)C1CCCO1 (stereo not drawn)	2	2	11	0.7	2	0	0	4	-2	-4
Cc1ccccc1NC(=O)COC(=O)CCc1ccccc1	3	-4	-3	-0.2	5	-5	-4	-2	0	6
Cc1ccc(S(=O)(=O)NCCC(=O)N2CCOCC2)cc1C	2	0	3	-0.1	0	-6	2	3	2	-2
CN1[C@@H](Cc2ccccc2)COc2cccc(N3CCCC3)c2S1(=O)=O	-4	0	8	0.4	nt	1	-6	-6	7	3
CCOc1cc(C2C(C(=O)N3CCCCC3)=C(C)NC3=C2C(=O)CCC3)cc(Br)c1O (stereo not drawn)	-15	1	-3	15*	3	-1	-1	-3	-4	1
Cc1ccc(-c2nc(C3CCN(S(=O)(=O)c4ccc(C(F)(F)F)cc4)CC3)no2)cc1	7	3	3	-0.7	2	-3	0	-2	2	2
COc1ccc(CNn2c(-c3cccc(C)c3)nc3ccccc3c2=O)cc1OC	-1	-4	7	-0.3	2	-7	0	-4	-5	-3
COc1ccc(CN(Cc2ccc(C(=O)O)cc2)C(=S)Nc2ccc(C)cc2)cc1OC	5	5	-9	0.8	0	5	3	-4	-4	0
Nc1[nH]c(=O)[nH]c(=O)c1N=Nc1cccc(Cl)c1	4	0	3	0.2	-1	0	-2	0	2	3
O=C1NCC(Nc2ccccc2)C(=O)N1 (stereo not drawn)	6	1	-4	-0.1	1	2	2	-2	2	-5
O=C(CSc1nnc(COc2ccc(Cl)cc2)n1Cc1ccco1)Nc1ccc(OCc2ccccc2)cc1	6	-1	0	-0.1	nt	0	-1	3	3	-3
Cn1nc(C(F)(F)F)c(/C=N/OC(=O)c2ccc(Cl)cc2)c1Cl	-3	1	4	-0.4	3	1	-7	-2	-7	-3
CCOC(=O)c1ccc(NS(=O)(=O)c2c(C)nc3sccn3c2=O)cc1	16	0	-11	-0.2	2	-1	-4	-7	8	3
Cc1ccc(NC(=O)CSc2n[nH]c(-c3ccccn3)n2)cc1	-4	2	-6	-0.3	-5	-2	2	7	0	-5
Cc1ncc(CCl)c2c1OC(C)(C)OC2	12	-1	7	0.9	3	-3	2	2	2	-4
Cc1ccc(C(=O)OCC(=O)c2c[nH]c3ccccc23)cc1	7	1	0	-0.9	9	-5	-2	2	-9	3
O=C(C[C@H]1C/C=C\C[C@H](NC(=O)OCC2c3ccccc3-c3ccccc32)C(=O)OC[C@H]2CCCN2C1=O)NCCO	0	-2	7	1.0	4	-4	-2	8	-5	-2
CCC1CCCCN1C(=O)Cn1c(=O)n(CCCC(=O)NCc2ccco2)c(=O)c2sccc21 (stereo not drawn)	-4	3	0	-0.9	-11	-1	-1	-9	1	5
CC(=O)NC(=O)c1ccc(-c2ccc(Cl)cc2)o1	-9	-2	1	0.2	3	1	1	-8	0	5
CN1CCc2c(sc(/N=C/c3ccco3)c2C(N)=O)C1	-1	-4	0	2.8	0	-3	25*	-7	-12	-2
O=C(N/N=C\c1c(O)ccc2ccccc12)c1ccc(O)cc1	-17	-2	-8	-1.1	28*	-3	-2	5	27*	-5

Records above marked active in KLK7 zymogen act:
SMILES	TDP2 inh	UHRF1 MBD2 ctr	DDE Tn6 FP inh	KLK7 zymogen act	TCR CD3 inh	MBD2 inh	PRMT1 FP inh	Tn7 DDE FP	SIAE primary	LEDGF integ inh
CCOc1cc(C2C(C(=O)N3CCCCC3)=C(C)NC3=C2C(=O)CCC3)cc(Br)c1O (stereo not drawn)	-15	1	-3	15*	3	-1	-1	-3	-4	1

The results go on.
SMILES	TDP2 inh	UHRF1 MBD2 ctr	DDE Tn6 FP inh	KLK7 zymogen act	TCR CD3 inh	MBD2 inh	PRMT1 FP inh	Tn7 DDE FP	SIAE primary	LEDGF integ inh
CCCn1c(=O)c(C(=O)NCCc2ccccc2)c(O)c2ccccc21	-8	1	-2	-0.2	-5	2	4	-3	-9	-8
COc1cc(C)ccc1OCCOc1ccccc1Cl	7	4	-2	0.6	-7	4	0	2	2	4
O=C(COc1ccc(S(=O)(=O)N2CCOCC2)cc1Cl)NCc1ccc2c(c1)OCO2	2	0	1	0.7	-11	5	1	-1	3	-3
O=C(O)COCC(=O)NCc1csc2ccccc12	6	4	-8	0.0	-4	1	5	-2	-2	-2
COC(=O)CN(c1ccc(C(C)C)cc1)S(=O)(=O)c1c(C)[nH]c(=O)[nH]c1=O	-1	-1	6	0.1	-7	2	7	2	-2	-2
Cc1nc(NC(=O)COC(=O)CCc2ccccc2)c(Cl)cc1Cl	1	0	3	0.6	3	-2	-3	3	-2	0
CC(Sc1nnc(-c2ccncc2)n1C)C(=O)Nc1nccs1 (stereo not drawn)	-12	-2	2	0.3	1	-4	-2	-3	4	-1
O=C1CCCC(=O)C1=Cc1c[nH]c2ccccc12	-9	2	-3	-0.2	0	-1	8	-1	2	-6
COC(=O)/C(C#N)=C/c1c(N2CCN(C)CC2)nc2ccccn2c1=O	5	-3	-3	0.0	-6	5	4	-1	0	-3
O=c1cnn(-c2ccc(Cl)cc2Cl)c(-c2ccccc2)c1	8	1	6	0.6	-8	-2	1	-3	3	2
CCc1nc(NCc2ccccc2)c(C#N)c2c1CCCC2	4	2	7	0.1	-1	2	2	-1	-6	1
Cn1cccc1C(=O)N1CCN(S(=O)(=O)c2ccc(C(C)(C)C)cc2)CC1	-7	-2	-8	0.4	nt	3	-1	5	0	0
N/C(CC1CC1(Cl)Cl)=N\OC(=O)c1ccccc1 (stereo not drawn)	-7	-2	-2	0.1	-7	6	-1	8	-6	1
O=S(=O)(c1ccc(F)cc1)N1CCN(Cc2ccccn2)CC1	2	3	-2	-0.7	7	1	-2	-3	-1	5
Cc1cc(C(=O)COC(=O)Cc2ccc(Br)cc2)c(C)n1C	7	-3	-4	-0.5	6	-4	-7	-3	9	4
CCOc1cc(NC(=O)c2ccccc2[N+](=O)[O-])c(OCC)cc1NC(=O)CC(C)C	8	-1	4	-0.3	-2	-1	0	-3	0	-2
C=CCn1c(SCCN2C(=O)c3ccccc3C2=O)nc2scc(-c3ccc(F)cc3)c2c1=O	-19	4	-3	-0.6	5	-1	-3	2	-3	5
Cc1cc(C(=O)NCc2cccs2)c(C)o1	-18	15	-2	-0.4	-3	-1	21*	0	2	13
Cc1ccc(S(=O)(=O)N2CCn3cccc3C2C)cc1 (stereo not drawn)	-3	2	3	0.9	-5	2	5	-1	6	-3
c1ccc(OCc2nnc(-c3ccccc3)o2)cc1	5	17	-3	0.2	2	0	-2	-2	11	-2
O=C(O)c1cccc(COc2ccc(CO)cc2Cl)c1	13	-2	-5	0.2	7	-2	-2	-8	3	0
O=C(NCc1ccccc1)c1cnc(-c2ccccn2)nc1C(F)(F)F	-6	3	-6	-0.1	-9	-3	1	4	-3	3
COc1ccc(-c2nnc(SC(C)C(=O)Nc3ccc4c(c3)OCCO4)o2)cc1 (stereo not drawn)	-4	4	2	-0.7	1	-1	-1	-1	2	2
CCC(CC)c1nnc(NC(=O)CSCc2c(C)noc2C)s1	-3	3	-4	-0.7	1	-1	6	-1	0	-4
O=C(N/N=C/c1cn(CC(=O)N2CCOCC2)c2ccccc12)c1cccnc1	-9	1	-6	0.7	-4	-2	0	1	2	2
O=C(Nc1c2c(nn1-c1ccc([N+](=O)[O-])cc1)CS(=O)(=O)C2)c1ccco1	14	-2	-2	-0.4	-4	-1	0	0	6	0
CC(C)NC(=O)COc1coc(CN2CCN(c3ccccc3F)CC2)cc1=O	4	2	6	-0.8	1	3	0	8	-2	-1
CC1CCN(c2c(NCc3ccc(C(=O)N(C)C4CCCCC4)cc3)c(=O)c2=O)CC1	-10	1	3	0.5	6	4	-5	-5	1	0
COc1ccc(CNc2nc3nc(C)c(Cl)c(=O)n3[nH]2)cc1OC	7	1	8	-0.4	-5	1	0	-6	-1	1
O=C(C[C@@H]1C/C=C\C[C@H](NC(=O)OCC2c3ccccc3-c3ccccc32)C(=O)OC[C@H]2CCCN2C1=O)N[C@H](CO)Cc1ccccc1	-5	-3	0	0.0	14	0	0	-10	4	-1
COc1ccc2cc(N=Cc3nc(-c4ccc(C)cc4)oc3O)cnc2c1	-3	-3	3	0.9	3	-7	-2	2	0	0
COc1ccc(C2C(C(C)=O)=C(O)C(=O)N2Cc2ccccc2)c(OC)c1 (stereo not drawn)	7	-6	1	-0.1	-9	0	2	5	2	-1
COC(=O)c1cn(-c2ccccc2)nc1-c1ccc(OC)c(OC)c1	-1	0	-4	0.1	-5	-7	3	4	-7	-1
O=C(CSCC(=O)OCC(=O)c1ccc(Br)cc1)Nc1ccc(Br)cc1	-2	-2	2	0.2	2	4	3	1	-7	-4
O=C(CSc1nncn1-c1ccccc1)Nc1cccc(S(=O)(=O)N2CCCCC2)c1	-6	0	-5	-0.1	3	1	1	-2	5	1
COc1ccccc1NCC(O)Cn1c2ccccc2c2ccccc21 (stereo not drawn)	-7	1	0	-0.7	8	2	1	-1	5	-3
Cn1c(SCC(=O)Nc2ccc(F)cc2)nnc1-c1cccnc1	-6	2	-3	0.6	2	-8	0	2	0	2
CN(C)S(=O)(=O)Oc1ccsc1C(=O)Nc1ccccc1Cl	-19	-1	-3	1.1	10	-3	-2	0	-3	-3
CC(=O)Nc1ccc(NC(=O)C/C(C)=N/NC(N)=S)cc1	5	-2	-2	-0.1	-4	-2	2	9	4	1
O=C(CCN1CCN(C(c2ccccc2)c2ccccc2)CC1)N/N=C/c1ccc(O)cc1	-1	-2	3	0.2	4	0	-2	-2	9	0
CC(=NNC1=NCCN1)c1cnn(C2=NCCN2)c1C	1	-1	9	-0.7	-1	-2	-3	-11	-2	18*
Cc1ccccc1-c1nnc(-c2ccc(Br)cc2)o1	6	0	6	0.3	4	-2	-1	-3	0	-2
O=C(O)/C=C/c1coc2ccc(F)cc2c1=O	-9	-3	-6	0.6	-2	-2	-2	-5	6	1
c1ccc2[nH]c(SCC3CCCCO3)nc2c1 (stereo not drawn)	6	0	0	0.3	5	-1	0	-3	5	3
COc1cccc(-c2nn(C)c3sc(C(=O)NCc4ccc(C)cc4)cc23)c1	-8	-1	1	-16	-6	2	4	3	-106	-2

Some of the entries above in a different format:
CN(C)S(=O)(=O)Oc1ccsc1C(=O)Nc1ccccc1Cl
  TDP2 inh: -19
  UHRF1 MBD2 ctr: -1
  DDE Tn6 FP inh: -3
  KLK7 zymogen act: 1.1
  TCR CD3 inh: 10
  MBD2 inh: -3
  PRMT1 FP inh: -2
  Tn7 DDE FP: 0
  SIAE primary: -3
  LEDGF integ inh: -3

CC(=O)Nc1ccc(NC(=O)C/C(C)=N/NC(N)=S)cc1
  TDP2 inh: 5
  UHRF1 MBD2 ctr: -2
  DDE Tn6 FP inh: -2
  KLK7 zymogen act: -0.1
  TCR CD3 inh: -4
  MBD2 inh: -2
  PRMT1 FP inh: 2
  Tn7 DDE FP: 9
  SIAE primary: 4
  LEDGF integ inh: 1
